IMP-1 inhibitor – blocks Pseudomonas aeruginosa IMP-1 metallo-beta-lactamase. AID 1556. inhibition, % at 5.6 µM. purified IMP-1, nitrocefin hydrolysis, epi-absorbance fluorescence. hit rate 0.45% among 290,000;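 active = inhibition above the mean plus 3 SD of all compounds in the same screening run, cut at about 4.5% in these data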;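 note: 0% = IMP-1 with DMSO and 100% = DMSO wells lacking enzyme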
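System: purified IMP-1; amount: IMP-1 0.2 nM before substrate addition; compound: single dose, 5.6 µM; times: 25 °C, 15 min preincubation, 25 min reaction; signal: Epi-absorbance via hydrolysed-nitrocefin quenching of white-plate fluorescence, 480/530 nm, EDTA stop; benchmarks: DMSO with and without IMP-1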
SUMO HTRF inh – inhibitors of human SUMOylation (UBC9). P63279. HTRF SUMOylation assay, SAE1/SAE2 + UBC9, in vitro. inhibition, % at 35 µM. hit rate 0.36% among 290,000. AID 2006; in the data active = inhibition above about 50%, passing the limit was not always enough; note: strong numbers were not always called active
HCV NS3 hel inh – inhibitors of Hepatitis C virus NS3 helicase | NS3 helicase DNA unwinding, Cy5 molecular beacon fluorescence | inhibition, % at 10.9 µM | hit rate 0.56% among 290,000 | AID 1800;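 active = inhibition above the mean of all tested compounds plus 3 SD, set per campaign, cut at about 35% in these data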;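 note: 0% = DMSO wells and 100% = thioflavine S control wells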
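Control set: DMSO versus 110 µM thioflavine S; Material: NS3 helicase fragment of HCV; Measured by: Cy5 fluorescence at 0 and 60 min, beacon hairpin quenching; Read-out basis: percent inhibition from t60/t0 fluorescence ratio; Times: reaction time 60 min, 25 °C; Repeats: single replicate; Compound dosing: single dose, 10.9 µM nominal final, DMSO 0.8% final.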
IDE act – activators of human insulin-degrading enzyme in cells; P14735; HEK cells, FAbeta-B cleavage, fluorescence polarization; 0% vehicle, 100% cell-free pure enzyme wells; activation, % at 5.96 µM; hit rate 0.073% among 340,000; AID 493087;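 active = activation above the mean of all tested compounds plus 3 SD, set per screening campaign, cut at about 17% in these data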
Target sequence (P14735 whole entry, looked up): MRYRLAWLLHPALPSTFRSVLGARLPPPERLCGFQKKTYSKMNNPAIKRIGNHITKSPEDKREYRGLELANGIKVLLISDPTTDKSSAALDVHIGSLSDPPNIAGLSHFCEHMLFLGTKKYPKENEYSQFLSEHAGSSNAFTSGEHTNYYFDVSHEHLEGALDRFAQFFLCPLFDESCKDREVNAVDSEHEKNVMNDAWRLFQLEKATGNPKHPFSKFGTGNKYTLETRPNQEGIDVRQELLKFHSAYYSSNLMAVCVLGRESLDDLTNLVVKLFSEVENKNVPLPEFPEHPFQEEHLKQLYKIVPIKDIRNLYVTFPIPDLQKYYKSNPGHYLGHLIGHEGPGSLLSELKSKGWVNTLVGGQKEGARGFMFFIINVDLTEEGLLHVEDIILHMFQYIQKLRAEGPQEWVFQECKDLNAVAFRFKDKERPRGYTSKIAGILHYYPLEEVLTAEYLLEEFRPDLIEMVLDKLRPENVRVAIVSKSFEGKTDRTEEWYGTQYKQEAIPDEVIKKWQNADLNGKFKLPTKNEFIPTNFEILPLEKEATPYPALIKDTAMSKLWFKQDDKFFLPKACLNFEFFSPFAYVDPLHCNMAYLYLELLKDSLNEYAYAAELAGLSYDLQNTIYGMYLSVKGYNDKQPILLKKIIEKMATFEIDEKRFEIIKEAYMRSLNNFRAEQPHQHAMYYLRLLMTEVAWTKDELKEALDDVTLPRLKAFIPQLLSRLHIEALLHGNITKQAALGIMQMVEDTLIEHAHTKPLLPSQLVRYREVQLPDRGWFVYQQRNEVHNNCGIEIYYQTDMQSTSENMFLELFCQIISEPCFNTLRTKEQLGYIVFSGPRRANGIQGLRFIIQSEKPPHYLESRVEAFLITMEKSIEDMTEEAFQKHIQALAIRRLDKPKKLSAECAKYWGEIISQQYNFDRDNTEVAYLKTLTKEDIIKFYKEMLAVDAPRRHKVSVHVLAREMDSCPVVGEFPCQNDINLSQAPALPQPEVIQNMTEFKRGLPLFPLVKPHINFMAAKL
VIM-2 inh – inhibitors of Pseudomonas aeruginosa VIM-2 metallo-beta-lactamase; purified VIM-2, nitrocefin hydrolysis, epi-absorbance fluorescence; inhibition, % at 5.6 µM; hit rate 0.89% among 290,000; AID 1527;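 active = inhibition above the mean of all tested compounds plus 3 SD, cutoff set per screening run, cut at about 7.5% in these data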;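 note: red hydrolysis product quenches plate fluorescence so inhibitors raise well fluorescence; 0% = enzyme with DMSO and 100% = DMSO without enzyme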
pCIP destab – compounds decreasing mouse p/CIP protein stability; decrease of EGFP signal, % at 10 µM; Q05BA5; hit rate 0.01% among 290,000; F442A p/CIP-EGFP cells, EGFP fluorescence, 16 h;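 active = EGFP signal decrease of at least 30% at 10 µM or well 3 SD below plate mean, unless failing retest; inactive = the rest, including hits failing retest or dose response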; note: some compounds called inactive have numbers as strong as hits; many of its hits are not listed in these tables
MEKK3 PB1 HTS – modulators (inhibitors or enhancers) of MEK5 binding to human MEKK3 PB1 domain; Q99759; bead-based flow cytometry, Alexa488-MEK5 binding to MEKK3; actives lie on both sides; 0 = blocked by unlabeled MEK5, 100 = vehicle; binding response (% of control), % at 10 µM; hit rate 1.4% among 290,000; AID 1529;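 active = binding response more than 3 SD above or below the average of its plate-row segment, actives on both sides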;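 note: Alexa488 bead fluorescence after subtracting the streptavidin-only scavenger bead signal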
PHOSPHO1 block – inhibitors of human PHOSPHO1 phosphatase | inhibition, % at 13.3 µM | recombinant PHOSPHO1, absorbance phosphatase assay | Q8TCT1 | AID 1565 | hit rate 1.1% among 290,000; in the data active = inhibition above about 60%
FID counter – displaces DNA intercalator in HCV helicase counter-screen. AID 1845. DNA fluorescent intercalator displacement, fluorescence. inhibition, % at 7.9 µM. hit rate 0.17% among 290,000; in the data active = inhibition above about 37%;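 note: 0% = vehicle and 100% = reference compound; higher means more ethidium bromide displaced from hairpin DNA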
An asterisk follows results filed as active; nt = not tested or not shown.

SMILES	IMP-1 inhibitor	SUMO HTRF inh	HCV NS3 hel inh	IDE act	VIM-2 inh	pCIP destab	MEKK3 PB1 HTS	PHOSPHO1 block	FID counter
CCOC(=O)C(CC)(CC)C(=O)/C=C/c1ccc(OC)cc1	-2.1	-10	4	-1	-0.8	0	99	8	-35
CCOc1ccccc1NC(=O)CC1SC(=N)N(c2ccccc2)C1=O (stereo not given)	0.0	7	13	nt	-1.3	-13	139*	58	-12
COc1ccc(C(=O)NC(=S)Nc2ccc3c4c(cccc24)CC3)cc1OC	-1.0	5	-5	3	-1.2	4	100	-9	-4
CCN(CCn1cccn1)Cc1nc(-c2ccc(C(=O)OC)cc2)no1	-1.7	-5	4	nt	0.6	-12	94	24	-26
Cn1cc(Br)c(C(=O)Nc2sc3c(c2C(N)=O)CCCC3)n1	-4.6	13	3	-1	-2.6	-4	101	36	2
Cc1ccc(NC(=O)N2CCCN(Cc3ccc(F)cc3)C2)cc1C	1.1	-19	-45	5	-0.3	6	103	21	28
Cn1c(=O)c2sccc2n2c(CCCC(=O)NCCc3ccccc3)nnc12	0.7	2	10	-2	-0.9	8	102	53	-23
COc1ccc(N=C2C(=O)N3CCCc4cccc2c43)cc1	-1.3	-17	-2	5	-0.4	-6	109	16	-3
O=C(OCC(=O)N1CCN(C(=O)c2ccco2)CC1)c1cccc(O)c1	0.5	-4	8	6	0.0	2	100	38	-12
Clc1ccc(SCc2cc(-c3ccccc3)no2)cc1	-2.3	-12	-1	6	-4.6	-23	99	12	2
Cc1nc(N)sc1C(=O)OCC(C)C	-3.3	5	12	4	-2.6	4	103	4	-8
CCC(=NC(CC)CO)C1=C(O)CC(C)(C)CC1=O (stereo not given)	-2.0	12	2	2	-4.0	-13	99	-16	0
COC(=O)c1c(-c2ccc3ccccc3c2)csc1NC(=O)Cc1ccc(OC)c(OC)c1	-1.8	-6	18	0	-2.7	-5	nt	58	-23
CC(C)NS(=O)(=O)c1ccc2c(c1)oc(=O)n2C	0.5	18	1	-3	-0.1	-3	101	-5	-4
Cc1cnc(NC(=O)c2c(O)c3cccc4c3n(c2=O)CCC4)s1	-7.0	16	-9	nt	-0.1	-9	97	13	-1
C#CCSc1nnc(-c2ccc([N+](=O)[O-])cc2)o1	-2.2	10	-2	6	-0.3	-11	105	-35	0
Cn1cccc1/C=N/n1cnnc1	-1.9	-2	-1	3	-1.1	-5	97	-37	2
Cc1nn(Cc2ccc(Cl)cc2)c(C)c1NC(=O)Cn1nc([N+](=O)[O-])c(Cl)c1C	-3.6	15	1	1	-4.9	-6	98	2	-1
Cc1cc(C(=O)N2CCN(c3ncccn3)CC2)c(C)o1	-0.9	6	-1	4	-2.2	14	82	17	-5
Cc1cnn(CCC(=O)NNC(=S)NCC(C)C)c1	-5.7	16	-3	-1	-4.8	-18	107	-5	-6
CC(C)C(=O)N1CCC2(CC1)Oc1ccc(F)cc1C(=O)C21CC(c2cccnc2)=NO1 (stereo not given)	nt	-2	nt	nt	nt	-10	93	9	nt
COc1ccc(S(=O)(=O)NC(C)c2ccccc2)cc1C(=O)N1CCCCC1 (stereo not given)	-2.8	4	5	0	-0.4	-1	103	15	-32
O=C(Cc1c(F)cccc1Cl)N/N=C/c1cccs1	-1.2	7	-3	-2	-1.5	2	100	16	-12
Cc1ccc(-n2c(SCC(=O)NCc3ccco3)nc3sc4c(c3c2=O)CC(C)(C)SC4)cc1	-2.1	18	29	1	0.6	-12	100	-5	-43
Cc1ccc2nc(C)c(C(=O)O)cc2c1	-2.2	9	4	-5	-3.1	-16	110	28	11
SMILES	IMP-1 inhibitor	SUMO HTRF inh	HCV NS3 hel inh	IDE act	VIM-2 inh	pCIP destab	MEKK3 PB1 HTS	PHOSPHO1 block	FID counter
Cc1ccc(NC(=O)Cn2nnc3ccccc32)c(C)c1	-1.6	6	2	5	-2.4	-34	104	13	-1
O=C(Cn1nc(-c2ccccc2)ccc1=O)Nc1ccc(-n2cnnn2)cc1	1.4	29	-14	1	3.3	-10	109	43	-5
COC(=O)c1ccc(COc2ccc3c(c2)CCC3)o1	-1.0	8	-6	1	-1.7	-1	96	12	-8
COc1ccc(CN2CCN(C(=O)CCC(=O)Nc3nnc(C(F)(F)F)s3)CC2)cc1F	0.0	19	-4	-1	3.6	-7	105	11	-14
O=C1CS/C(=N/N=C/c2cccs2)N1	-2.8	22	13	1	-1.6	10	108	20	-3
COc1cc(C(=O)NCCOc2cc(C)ccc2C(C)C)cc(OC)c1OC	-1.3	-18	-11	4	-3.2	-14	105	-2	-39
Cc1cc(Cl)ccc1OC(C)C(=O)NNC(=O)C1CCCCC1C(=O)O (stereo not given)	-2.1	-8	-7	4	-1.9	6	101	3	-19
C[C@H](NC(=O)C1CCN(S(=O)(=O)c2ccccc2)CC1)C(=O)NCc1ccccc1	-4.2	2	2	4	-4.4	-4	95	34	-27
Cn1nc(/C=C/c2ccccc2)ccc1=O	-0.8	27	-11	0	-2.9	-7	94	28	-9
CC(Oc1ccc2c3c(c(=O)oc2c1)CCC3)C(=O)NCc1cccnc1 (stereo not given)	-1.6	-4	0	1	9.6*	3	101	37	-16
N/C(CC(=O)NC1CCCCC1)=N\OCC(=O)Nc1ccc(Cl)c(Cl)c1	-1.5	-38	-6	-2	-2.4	8	92	30	-10
NC(=O)c1cc2ccncc2c2ccccc12	-2.1	13	-5	2	2.2	4	89	8	-1
COc1ccccc1C(=O)Nc1c2c(nn1-c1cccc(C)c1C)CS(=O)(=O)C2	-0.9	30	-5	2	-3.6	-4	98	-25	-12
Cc1cc(Nc2ccc(Cl)cc2)n2ncnc2n1	-3.1	-1	8	5	0.4	-2	104	44	-10
CCC(C(=O)N1CCCC1)n1nc(C)c2c(C)n(-c3ccccc3)nc2c1=O (stereo not given)	-4.5	0	6	-2	-5.1	-6	101	15	-36
O=c1oc2cc(S(=O)(=O)NCCCO)ccc2c2ccc(S(=O)(=O)NCCCO)cc12	-2.7	4	-4	6	-0.2	4	93	11	3
COc1ccc(-c2cccc(C(=O)Nc3ccc(C)cc3)c2)cc1	-0.3	2	-8	8	-0.4	-9	114	32	-2
Cc1ccc(S(=O)(=O)N2CCOC2CNC(=O)C(=O)NCc2ccccn2)cc1 (stereo not given)	-1.1	-8	-7	-3	-1.1	-8	97	-5	-11
CCc1ccc(NC(=O)CNC(=O)c2nn(-c3ccc(OC)cc3)c(=O)c3ccccc23)cc1	-3.0	50	4	-4	-2.0	-10	99	11	-22
CC(=O)Nc1cccc(NC(=O)c2cc(-c3ccccn3)nc3ccc(Cl)cc23)c1	-3.7	-2	-4	4	-5.6	1	100	33	-7
COC(=O)CCP(=O)(O)Cc1ccccc1CP(=O)(O)CCC(=O)OC	-0.5	13	-10	5	-3.2	8	83	4	6
COc1ccc(/C=N/n2cnc3scc(-c4cccs4)c3c2=O)cc1OC	-1.5	-12	9	-6	-0.8	6	100	-11	-1
CC(OC(=O)c1ccc2ncsc2c1)C(=O)N1CCCC1 (stereo not given)	-1.2	10	-6	nt	1.5	0	125	-54	-1
O=C(Nc1ccc(S(=O)(=O)N2CCCC2)cc1)C1COc2ccccc2O1 (stereo not given)	-0.9	-5	6	-1	-2.8	8	100	5	-12
CCO/C([O-])=N/c1sn[n+](C)c1C	-2.1	2	9	nt	-5.2	1	92	20	-6
SMILES	IMP-1 inhibitor	SUMO HTRF inh	HCV NS3 hel inh	IDE act	VIM-2 inh	pCIP destab	MEKK3 PB1 HTS	PHOSPHO1 block	FID counter
COc1cc(CCC(=O)OCC(=O)Nc2ccc(F)c(F)c2F)cc(OC)c1OC	-2.2	12	5	4	-6.1	-5	101	17	-27
COc1cc(S(=O)(=O)NCc2ccccc2Cl)ccc1-n1cnnn1	-3.5	1	6	1	-1.5	-15	98	-6	-12
O=C(O)CN1C(=O)c2ccc(Oc3ccc([N+](=O)[O-])cc3)cc2C1=O	-2.7	0	3	-4	0.5	4	93	24	-5
CC(NS(=O)(=O)c1ccc(Br)cc1)C(=O)NCc1ccco1 (stereo not given)	-3.3	5	9	5	-1.6	-22	nt	32	-14
Cc1ccc2c(cnn2C(=O)CCC(=O)N2CCCCC2)c1	-1.4	3	1	4	-1.4	6	100	39	-27
O=C1C2C(c3ccccc3)CC=CC2[C@H](c2cccc([N+](=O)[O-])c2)N1Cc1ccccc1 (stereo not given in full)	nt	3	nt	7	nt	-4	99	26	nt
CC1CN(S(=O)(=O)c2cccc(C(=O)NCCCn3ccnc3)c2)CC(C)O1 (stereo not given)	-6.5	5	-1	4	-2.1	8	104	2	0
COc1ccc(S(=O)(=O)N(CC(=O)NCc2ccncc2)Cc2ccccc2)cc1	-1.6	-4	-4	-2	-1.0	0	101	45	-23
COc1cccc(-c2nn(-c3ccccc3)cc2C(=O)Nc2nccs2)c1	-5.5	9	-26	0	-4.8	-4	107	14	-17
Cc1cc(C)cc(NC(=O)Oc2ccccc2N2CCCCC2)c1	-2.2	10	-2	4	0.0	-15	95	32	-2
OCCCNc1nc(-c2ccc(Br)cc2)nnc1-c1ccc(Cl)cc1	-1.0	-5	6	-2	-1.2	3	102	-4	-17
CCC(=O)N1CCN(c2ccccc2NC(=O)COc2cccc(C)c2C)CC1	-0.5	7	-17	2	-1.1	10	102	33	-47
CCOC(=O)N1CCN(C(=O)c2cn(C)c3ccc(S(=O)(=O)N(CC)CC)cc3c2=O)CC1	-1.6	5	2	5	-2.5	3	98	23	-17
O=C(NCc1cccnc1)c1ccc([N+](=O)[O-])o1	-4.8	0	4	6	-6.3	-3	98	28	3
Cc1cccc(C(=O)NC2CCN(C(=O)Nc3ccccc3C)CC2)c1	-2.8	10	5	-3	-5.3	-6	94	34	-6
Cc1ccc(S(=O)(=O)N[C@@H](CC(C)C)C(=O)N2CCC(C(=O)N[C@@H](Cc3ccccc3)C(=O)O)CC2)cc1	0.1	-8	-3	-6	-1.0	12	96	-2	-26
CC(C)[C@H](NC(=O)[C@H]1N2C(=O)c3ccccc3C2SC1(C)C)C(=O)NCc1ccco1 (stereo not given in full)	0.5	5	7	1	-1.2	2	104	10	-43
Cn1cnnc1SCC(=O)c1ccc2c(c1)OCCO2	-0.7	25	-6	4	0.1	-5	100	15	1

These rows are one share of the data, so the mix of outcomes need not match the whole.
